Assay outcomes as filed in PubChem.
KLK7 zymogen act: proKLK7 (human) activation, primary screen; activation, % at 7 µM; 370,000 compounds, 0.9% hits; P49862; AID 652039; purified proKLK7, EDANS-DABCYL substrate fluorescence; 100% is mature enzyme control, 0% vehicle;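 active = activation above the mean of all tested compounds plus 3 SD, computed per campaign excluding outliers beyond control limits, cut at about 13% in these data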
Target sequence (P49862 whole entry, looked up): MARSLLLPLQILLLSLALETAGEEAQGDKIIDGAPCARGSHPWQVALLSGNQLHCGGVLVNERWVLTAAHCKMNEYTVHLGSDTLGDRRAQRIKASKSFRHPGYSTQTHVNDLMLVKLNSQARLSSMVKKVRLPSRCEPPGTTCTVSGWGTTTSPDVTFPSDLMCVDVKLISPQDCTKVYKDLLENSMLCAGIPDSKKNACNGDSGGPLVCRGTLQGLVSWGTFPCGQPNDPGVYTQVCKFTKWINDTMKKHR
MBD2 inh: inhibitors of human MBD2 binding to methylated oligonucleotide. TR-FRET. inhibition, % at 4.4 µM. Q9UBB5. AID 686964. 370,000 compounds, 0.31% hits; in the data active = inhibition above about 13%
Tn6 DDE FP: disrupts Tn6 cyclic peptide binding to fibrin D-Dimer-E complex; inhibition, % at 8.3 µM; Fibrin DD(E) TRITC-Tn6 fluorescence polarization displacement; 370,000 compounds, 0.21% hits;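 active = inhibition above a per-campaign cutoff: mean of compounds within control limits plus 3 SD, cut at about 15% in these data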;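 note: 0% = median of all compound wells on the plate and 100% = blocking peptide control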
PRMT1 inh: PRMT1 (human) inhibition, primary screen. recombinant PRMT1, activity-based probe fluorescence polarization. 370,000 compounds, 1.3% hits. inhibition, % at 2.79 µM;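 active = inhibition above about 21% made by adding two undisclosed values, limit read from the data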
TDP2 inh: blocks human TDP2 phosphodiesterase activity. O95551. recombinant TDP2, T5PNP hydrolysis, p-nitrophenol absorbance 415 nm. inhibition, % at 12.8 µM. 370,000 compounds, 0.34% hits. AID 720702;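 active = inhibition above the mean of all tested compounds plus 3 SD, set per campaign, cut at about 25% in these data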;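 note: 0% = DMSO with enzyme and 100% = buffer with substrate but no TDP2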
Target sequence (O95551 whole entry, looked up): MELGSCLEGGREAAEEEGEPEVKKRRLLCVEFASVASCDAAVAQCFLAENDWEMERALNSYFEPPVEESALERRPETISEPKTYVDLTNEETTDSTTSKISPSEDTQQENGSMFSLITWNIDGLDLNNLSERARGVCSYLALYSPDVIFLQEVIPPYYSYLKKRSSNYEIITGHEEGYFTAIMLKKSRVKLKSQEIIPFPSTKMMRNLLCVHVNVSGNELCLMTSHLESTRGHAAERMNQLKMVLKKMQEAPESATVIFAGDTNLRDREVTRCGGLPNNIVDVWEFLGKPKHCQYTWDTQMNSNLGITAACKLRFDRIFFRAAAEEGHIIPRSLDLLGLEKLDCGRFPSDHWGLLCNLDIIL
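Incubation: 2 h at 37 °C; Test system: recombinant human TDP2; Quantity: enzyme 120 nM; Read-out basis: percent inhibition; Medium: 50 mM Tris-HCl pH 7.5 with Mg2+, KCl, DTT, BSA; Repeats: single replicate; Compound: 12.8 µM single point, 1% DMSO; Signal: epi absorbance; Reagent: 5 mM T5PNP chromogenic substrate; Benchmarks: no-enzyme high, DMSO-plus-enzyme low.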
SIAE primary: inhibitors of human sialic acid acetylesterase SIAE | SIAE FP-Rh probe binding, fluorescence polarization | inhibition, % at 9.66 µM | 370,000 compounds, 0.69% hits | AID 1053197;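 active = inhibition above a cutoff: mean of compounds within the control limits plus 3 SD of those, cut at about 17% in these data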;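 note: 0% = plate median of compound wells and 100% = probe without SIAE protein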
TCR-CD3 inh: blocks the human TCR-CD3 interaction | 360,000 compounds, 0.37% hits | AID 651800 | inhibition, % at 9.4 µM | TAMRA-labeled TCR probe fluorescence, biochemical; in the data active = inhibition above about 19%;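 note: recombinant mutant TCR 2C K166C tagged with TAMRA read by polarization; 0% = receptor in buffer alone and 100% = receptor with positive control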
UHRF1 binding: human UHRF1 methylated DNA binding inhibitors; Q96T88; UHRF1 binding to methylated oligo, TR-FRET; inhibition, % at 4.4 µM; 370,000 compounds, 0.75% hits; AID 687016; in the data active = inhibition above about 21%;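 note: UHRF1 SRA domain binding a hemimethylated CpG hairpin DNA probe; 0% = median of test compound wells and 100% = reference inhibitor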
LEDGF integ inh: blocks HIV-1 LEDGF/p75-dependent DNA integration. 370,000 compounds, 0.64% hits. AID 743269. TR-FRET IN-LEDGF/p75 DNA integration, Eu/Cy5. inhibition, % at 3.7 µM;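 active = inhibition above the screen-wide mean plus 3 SD, cut at about 13% in these data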;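 note: signal is the Cy5 over europium emission ratio at 671 and 618 nm; 0% = plate median of compound wells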
Tn7 DDE FP: DD(E)-Tn7 binding inhibition, primary FP screen; P02675; 370,000 compounds, 0.13% hits; FP displacement of FITC-Tn7 peptide from fibrin DD(E); 0% = median of compound wells per plate; inhibition, % at 8.3 µM;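 active = inhibition above the mean of compounds falling within the control limits plus 3 SD of them, cut at about 14% in these data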;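 note: 0% = plate median of compound wells and 100% = 10 µM Aha-Tn7 peptide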
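Also added: labelled Tn7 tracer, 0.1 µM; Assay system: human fibrin DD(E) protein; Amount: 2 µM fibrin DD(E); Schedule: 10 min compound pre-incubation, 3 h probe incubation at room temperature; Repeats: one replicate per compound; Read-out basis: percent inhibition; Measured by: fluorescence polarization of the labelled Tn7 tracer.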
* marks the source's active call; other numbers are inactive results; nt = not tested or not shown.

No. | compound | KLK7 zymogen act | MBD2 inh | Tn6 DDE FP | PRMT1 inh | TDP2 inh | SIAE primary | TCR-CD3 inh | UHRF1 binding | LEDGF integ inh | Tn7 DDE FP
1 | CCN(C(=O)c1ccc(Cl)c(S(=O)(=O)Nc2c(C)n(C)n(-c3ccccc3)c2=O)c1)c1ccccc1 | -0.3 | -2 | 4 | -2 | -9 | 1 | 3 | 1 | -2 | -3
2 | O=C(O)CC(NC(=O)C1c2ccccc2Oc2ccccc21)c1ccc(OC2CCCC2)cc1 (centres undefined) | -0.5 | 4 | -3 | 1 | -7 | 1 | 5 | 2 | 6 | -4
3 | CCOCCOC(=O)C1=C(C)NC(=O)NC1c1cc2c(cc1Br)OCO2 (centres undefined) | 0.3 | 3 | -1 | -1 | -15 | 1 | -2 | -1 | -5 | 3
4 | CCN1C(=O)/C(=C/N2CCc3ccccc3C2)SC1=S | 0.0 | -4 | 1 | 1 | 2 | 4 | -2 | 0 | 4 | -1
5 | Cc1ccc(N=Cc2ccccc2O)cc1Cl | -0.6 | -2 | 6 | -1 | 3 | 3 | 0 | -3 | -2 | 15*
6 | O=C1N[C@@H](c2ccccc2)COC(=O)[C@H](Cc2ccc(F)cc2)CC/C=C/C[C@H]1CC(=O)N(CCO)Cc1ccccc1 | -0.3 | 1 | 2 | -2 | -10 | 1 | -1 | 0 | 2 | -6
7 | NC(=O)CCC(=O)N1CCCC(C(=O)c2ccc(C(F)(F)F)cc2)C1 (centres undefined) | -0.7 | 2 | -4 | -3 | -7 | -6 | 6 | 2 | 4 | -7
8 | CCOC(=O)/C(=N\Nc1cccc(C(F)(F)F)c1)N1CCOCC1 | -0.6 | 5 | 4 | 4 | -5 | 3 | -5 | 0 | -1 | 3
9 | Cc1cc(=O)[nH]c(SCC(=O)NCCC2=CCCCC2)n1 | -0.1 | 8 | -4 | 6 | 12 | 6 | -3 | -2 | -4 | 1
10 | Cc1ccc(S(=O)(=O)N/N=C/c2ccc(OC3CSC3)cc2)cc1 | -0.4 | 3 | 6 | -4 | 6 | -5 | 3 | 0 | 0 | 2

Next entries follow.
No. | compound | KLK7 zymogen act | MBD2 inh | Tn6 DDE FP | PRMT1 inh | TDP2 inh | SIAE primary | TCR-CD3 inh | UHRF1 binding | LEDGF integ inh | Tn7 DDE FP
11 | COc1cccc2cc(-c3csc(CCn4nc(C)cc4C)n3)c(=O)oc12 | -5.6 | 3 | -2 | 1 | -7 | -6 | -2 | -2 | 1 | 6
12 | Cc1cccc(N2CCN(C(=O)c3ccncc3)CC2C)c1 (centres undefined) | 0.0 | 1 | 0 | -1 | -5 | 3 | 5 | -2 | -3 | 0
13 | Cc1ccc(S(=O)(=O)c2cnc(-c3ccccc3)nc2N2CCN(C)CC2)cc1 | 0.3 | -3 | 9 | -4 | 3 | 2 | -1 | 0 | -1 | 1
14 | COc1ccc(C(=O)SC2=NCCS2)cc1OC | 0.4 | 3 | 7 | -2 | 2 | 2 | 1 | 0 | -1 | -1
15 | CC(C)(C)CC(=O)NCCc1csc(-c2ccccc2)n1 | 0.4 | -4 | 6 | -1 | -6 | -8 | 2 | -1 | 1 | 6
16 | CCSc1nsc(NC(=O)Nc2cccc(OC)c2)n1 | 0.0 | 0 | -14 | 0 | -4 | -24 | 2 | 0 | -1 | 3
17 | c1coc(-c2nc(N=C3N=c4ccccc4=N3)[nH]c2-c2ccco2)c1 | -0.4 | -2 | 2 | 2 | -5 | 7 | 0 | -1 | 4 | -1
18 | Cc1ccc(S(=O)(=O)N(C)C)cc1NC(=O)COC(=O)CCC1CCCCC1 | 0.1 | 4 | -4 | 3 | 10 | 1 | 0 | 3 | -3 | 9
19 | Cc1cc(C)n(CCC(=O)N/N=C/c2ccccc2O)n1 | -63 | -2 | 0 | -3 | 0 | -5 | 3 | -2 | -7 | 2
20 | CCOC(=O)Cc1csc(NC(=O)CCN2C(=O)c3cccc([N+](=O)[O-])c3C2=O)n1 | -0.1 | -4 | 1 | 0 | -24 | -5 | -3 | 3 | 3 | -10

Other results
No. | compound | KLK7 zymogen act | MBD2 inh | Tn6 DDE FP | PRMT1 inh | TDP2 inh | SIAE primary | TCR-CD3 inh | UHRF1 binding | LEDGF integ inh | Tn7 DDE FP
21 | O=C(NCC1CCCO1)c1ccc2c3n(nc2c1)-c1ccccc1CO3 (centres undefined) | 6.7 | 3 | -7 | 2 | 4 | -1 | -6 | -5 | 1 | 5
22 | Cc1ccc(N(C(C)C(=O)N2CCN(Cc3ccccc3)CC2)S(C)(=O)=O)cc1 (centres undefined) | -0.3 | -1 | -2 | 2 | 3 | 4 | 2 | -1 | -1 | -2
23 | COc1cccc(-c2cc3nc(NCCCN(C)C)n(C)c(=O)c3s2)c1 | 1.5 | -4 | -4 | -4 | -17 | -31 | -13 | 2 | 6 | 4
24 | O=C(Nc1oc2ccccc2c(=O)c1-c1ccc(Cl)cc1)c1ccco1 | -0.3 | -2 | 1 | -2 | -3 | 3 | 7 | 0 | 0 | 2
25 | Cc1ccc(C(=O)NC2CCN(CC(=O)NC3CCC(C)CC3)CC2)cc1 (centres undefined) | 0.3 | 2 | 3 | 0 | 4 | 6 | 1 | -3 | -3 | 0
26 | C[C@H](CO)N1C[C@H](C)[C@@H](CN(C)C(=O)c2ccc(N3CCN(C)CC3)cc2)OCc2cnnn2CCCC1=O | -0.1 | -1 | -2 | -3 | -2 | -2 | -2 | -1 | 2 | -11
27 | CC(C)Nc1nc(-c2ccccn2)nc(-c2ccccc2)c1C#N | 0.1 | -1 | -2 | 0 | 5 | 6 | 4 | 0 | 0 | 3
28 | COC(=O)CSc1nnc(-c2cccs2)o1 | 0.7 | -1 | 1 | 1 | -5 | -9 | nt | 1 | -2 | 5
29 | CCOc1ccc(NC(=O)CSC(N)=O)cc1 | -0.3 | -7 | -2 | 9 | 4 | 4 | -4 | 1 | 0 | 12
30 | C/C(CCc1ccc2c(c1)OCO2)=N\N=C1\NC(=O)CC(C(=O)Nc2ccccc2)S1 (centres undefined) | 0.4 | -2 | 5 | -2 | -4 | -2 | -4 | -2 | -3 | -5

More results follow:
No. | compound | KLK7 zymogen act | MBD2 inh | Tn6 DDE FP | PRMT1 inh | TDP2 inh | SIAE primary | TCR-CD3 inh | UHRF1 binding | LEDGF integ inh | Tn7 DDE FP
31 | CC(=O)NNC(=O)c1sc(=S)n2c1[nH]c(=O)c1sccc12 | 0.6 | -14 | 2 | 0 | 1 | -9 | 29* | -5 | -2 | -1
32 | CN(C[C@H](Cc1ccccc1)N(CCN(CCc1ccccc1)N=O)N=O)N=O | -0.3 | -1 | 3 | -1 | 2 | 0 | -1 | -1 | 0 | -8
33 | CSCC[C@H](NC(=O)OC(C)(C)C)c1nnc(SCC(N)=O)o1 | -0.6 | 2 | 11 | -1 | -4 | 2 | -2 | -1 | 0 | -6
34 | Cc1cc(N(CCO)CCO)ccc1N=Nc1cc(F)ccc1F | -0.1 | -11 | -3 | -2 | -2 | 6 | 11 | -8 | 0 | -8
35 | O=C(NCCO)[C@H](Cc1ccccc1)NC1(C(=O)NCCc2c[nH]c3ccccc23)CCCCC1 | nt | 0 | 5 | -2 | 3 | 3 | nt | 0 | -2 | 2
36 | COc1ccc(-c2nn(-c3ccccc3)cc2/C=N/O)cc1OC | 0.4 | -3 | 1 | 0 | 11 | -6 | 4 | -1 | 5 | 4
